Autophagy mod: autophagy modulators in MEF cells, primary screen, imaging, high-content, MEF GFP-LC3; AID 463193, 2010; MEF GFP-LC3 puncta imaging; test concentration mostly 10 µM; calls only at 10 µM (by protocol); 190,000 tested, 0.98% active;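 active = percentage of spot-positive cells more than 3 SD above its plate mean, without a fluorescence outlier flag or 80% toxicity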;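 note: spot-positive cell cutoff set from DMSO-treated cells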
Hep lipid drop: inhibitors of hepatocyte lipid droplet formation, primary screen, imaging, high-throughput imaging, BODIPY stain; AML12 mouse hepatocytes, oleate lipid droplets; inhibition, % at 6.5 µM; 240,000 tested, 0.4% active; AID 1656, 2009;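 active = lipid droplet intensity inhibited by at least 50%, with more than 500 cells counted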
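Material – AML12 mouse liver cells · Also added – oleate loading, 100 µM · Compound dosing – 6.5 µM single-point dosing · Times – overnight treatment with compound plus oleate · Measured by – fluorescence imaging, 20x objective, two fields per well · Read-out – percent inhibition of filter-corrected integrated lipid droplet intensity per well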
Dynein transport: inhibitors of GR-EGFP nuclear translocation, primary screen, dynein cargo transport inhibitor project, imaging, high-content, 3617.4 mouse cells | test concentration mostly 20 µM; stimulated with dexamethasone, 1 µM; active compounds read low | z-score, hits read low | 220,000 tested, 0.47% active | AID 1381, 2008;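 active = plate z-score of nuclear minus cytoplasmic receptor signal below a set negative limit, without overly bright fluorescence or cell loss, cut at about -3.5 in these data, passing the limit was not always enough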;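 note: z-score of nuclear minus cytoplasmic ring GR-EGFP intensity difference per well; some compounds called inactive have numbers as strong as hits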
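Schedule: 48 h induction, then 1 h compound, then 30 min agonist, 37 °C. Buffer or medium: tetracycline-free induction medium containing charcoal-stripped FBS. Reagent: 1.0 µM final dexamethasone stimulus. Evaluation: nuclear versus cytoplasmic GR-EGFP signal, averaged per well. Signal: high-content fluorescence imaging after fixation.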
Insulin prom up: insulin promoter activators in MIN6 cells, imaging, high-content screening, mouse beta cells | MIN6 insulin promoter-GFP reporter; active compounds read high | z-score at 5 µM | 190,000 tested, 0.3% active | AID 1625, 2009;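 active = z-score above 3 at 5 µM with at least 500 cells counted in the well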
Salmonella PhoP GFP: inhibitors of PhoP regulon expression, primary screen, Salmonella Typhimurium, GFP reporter (AID 1863); S. Typhimurium PhoP-regulated promoter GFP reporter, 4 h; higher % means a stronger effect; inhibition, % at 50 µM; hits with a dose series show IC50 in µM; 300,000 tested, 0.16% active;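 active = inhibition over 29.93%, a cutoff 3 SD above the screen mean, later confirmed by dose response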;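 note: 0% = low Mg2+ inducing control and 100% = high Mg2+ repressing control; strong numbers were not always called active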
T cell HTS: modulators of CD8 T cell-vesicle binding, primary screen, mouse 2C CD8+ T cells, flow cytometry. 2C CD8+ T cell-vesicle binding; active compounds read low. calls only at 7 µM. 330,000 tested, 0.068% active. AID 2052, 2009;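 active = response, share of CD8 T cells binding vesicles, and their 90th percentile fluorescence all below set limits, cut at about 80% in these data, passing the limit was not always enough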
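Test system: purified 2C TCR transgenic mouse naive CD8+ T cells. Probe or stimulus: QL9-peptide-loaded Drosophila micro-vesicles bearing Ld, ICAM-1 and B7-1. Incubation: binding step 1.5 h, 37 °C, antibody labelling 20 min, ice. Measured by: flow cytometry of vesicle-bound cells.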
MT stabilizer: microtubule stabilizers in HeLa cells, primary screen, imaging, high-content imaging; 200,000 tested, 0.83% active; % tubulin-high responders, % at 10 µM; HeLa tubulin immunostaining HCS, 24 h; share of cells brighter than vehicle mean+2SD;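 active = plate Z-score above 3 for both tubulin-high and condensed-nucleus cell shares, with cell loss under 80%, at 10 µM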;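 note: anti alpha tubulin signal scored within the nucleus-defined area of each cell; some results filed as inactive read as strong as hits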
bCat nuc transl: modulators of beta-catenin nuclear translocation, primary screen, imaging, HeLa cells, immunofluorescence, high-content. AID 1665, 2009. 190,000 tested, 0.3% active. nuclear translocation activity, % at 5 µM;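 active = nuclear translocation activity above 50% at 5 µM, with a well cell count of 50 or more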;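 note: per-cell ratio of nuclear to cytoplasmic median beta-catenin stain intensity; plate controls were DMSO negative control for no effect and GSK-3 inhibitor IX positive control for full effect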
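System: HeLa cells, endogenous beta-catenin; compound dosing: 5 µM primary single dose, 0.1% DMSO, 0.02–20 µM confirmation series; incubation: 24 h compound exposure at 37°C, 5% CO2; signal: beta-catenin immunofluorescence imaging with DAPI; evaluation: % activation, nuclear-to-cytoplasmic median beta-catenin signal ratio per cell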
CSM14.1 death rescue: rescue of cells from ER stress-induced death, primary screen, 384-well, CSM14.1, thapsigargin, ATP luminescence (AID 1222). CSM14.1 thapsigargin-induced death rescue, ATP luminescence; higher % means a stronger effect. cellular ATP content (survival), % at 20 µM; hits with a dose series show EC50 in µM. 190,000 tested, under 10 active;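 active = EC50 below 50 µM in the dose-response confirmation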;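 note: death triggered by thapsigargin at about 15 µM added after 2 h compound pretreatment; cell ATP read after overnight thapsigargin exposure of roughly 18 to 22 hours; normalized against plate controls of thapsigargin alone and 5% DMSO vehicle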
Dynein transport cytoplasmic EGFP: second read-out of Dynein transport, no call of its own (marks repeat the call); z-score; measured here: cytoplasmic GR-EGFP intensity; active compounds read high
Dynein transport nuclear GR-EGFP: also measured in Dynein transport; calls as there; z-score; measured here: nuclear GR-EGFP intensity;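 lower value marks the stronger effect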
Dynein transport cell count: second read-out of Dynein transport, no call of its own (marks repeat the call); z-score; measured here: cell count per field
Insulin prom up cell count: recorded beside Insulin prom up, whose call it bears; cell count; measured here: cytotoxicity, nuclei count;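 total cells summed across four imaged fields per well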
Hep lipid drop cells 6.5 µM: also measured in Hep lipid drop; calls as there; cell count; measured here: cell count, cytotoxicity flag;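 cells counted across two imaged fields per well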
bCat nuc transl cell count 5 µM: recorded beside bCat nuc transl, whose call it bears; cell count; measured here: cell count, cytotoxicity flag
T cell HTS vesicle-bound %: further read-out of T cell HTS, marked with its call; double positive events, %; measured here: CD8+ vesicle-bound cell fraction;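 binding gate set so that unloaded-vesicle control wells show 10% double positive cells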
MT stabilizer Hoechst-high %: recorded beside MT stabilizer, whose call it bears; % Hoechst-high responders; measured here: nuclear condensation Hoechst responders;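 share of cells brighter than vehicle mean plus two SD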
MT stabilizer cytotoxicity %: further read-out of MT stabilizer, marked with its call; toxicity, %; measured here: cytotoxicity by cell density;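 0% = mean cell density of plate MIN control wells and 100% = no cells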
Autophagy mod cell loss 18 h: second read-out of Autophagy mod, no call of its own (marks repeat the call); toxicity, %; measured here: cell loss, nuclei count;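 cell loss after 18 h compound exposure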
* hit, by the source's call; i = inactive; / = not tested or not shown; + = active, no number. This is a random part of the collection; about 3% have a hit in one of these screens.

SMILES	Autophagy mod	Autophagy mod cell loss 18 h	Hep lipid drop	Hep lipid drop cells 6.5 µM	Dynein transport	Dynein transport cytoplasmic EGFP	Dynein transport nuclear GR-EGFP	Dynein transport cell count	Insulin prom up	Insulin prom up cell count	Salmonella PhoP GFP	T cell HTS	T cell HTS vesicle-bound %	MT stabilizer	MT stabilizer Hoechst-high %	MT stabilizer cytotoxicity %	bCat nuc transl	bCat nuc transl cell count 5 µM	CSM14.1 death rescue
COC(=O)CC1C(=O)NCCN1C(=O)CSc1nnc(Nc2ccc(C)cc2)s1 (stereo unspecified)	i	36	12	746	0.67	-0.35	0.34	-0.17	-1.7	893	-13%	i	35	1.6	1.4	8.7	/	/	-1.1%
Cc1ccc(NC(=O)COC(=O)/C(=C/c2cccs2)c2cccs2)cc1S(=O)(=O)N(C)C	i	-7	-5	670	0.11	-0.27	-0.31	0.2	-0.35	1337	5%	i	9	2.9	2.6	0.8	-4.2	513	3.3%
COc1ccccc1N1CCN(C(=O)CSc2nnc3c4ccccc4n(CC(=O)O)c3n2)CC1	i	0	10	692	0.32	-0.25	0.29	-0.082	-0.25	1406	-10%	i	52	1.6	1.5	2.9	-1.0	1074	0.9%
O=C(Oc1ccc2[nH]cc(CCN3C(=O)c4ccccc4C3=O)c2c1)c1ccco1	i	13	/	/	0.24	-0.21	-0.027	-0.32	0.69	1348	-15%	i	51	2.9	1.9	1.8	-4.6	943	-1.1%
CC(C)C(=O)NCCn1ccc2ccccc21	i	17	/	/	0.97	-0.15	0.57	-1.4	0.3	1523	-22%	i	41	4.2	1.9	0.6	1.2	1329	0.1%
CN(C)c1ccc(C(=S)N2CCCCCC2)cc1	i	5	12	769	0.34	-0.19	0.5	0.29	-2.3	843	-1%	i	16	2.4	1.2	6.8	/	/	1.4%
CCOC(=O)CCc1c(C(=O)OCC)[nH]c(CC)c1C(=O)OCc1ccccc1	/	/	-16	752	-0.16	-0.27	0.35	0.6	-1.8	893	-1%	i	44	/	/	/	0.6	1324	/
Cn1c(=O)cc(SCC(=O)NCC2COc3ccccc3O2)c2ccccc21 (stereo unspecified)	i	6	/	/	-0.38	-0.11	-0.18	0.89	0.32	1435	7%	i	19	3.8	5.9	4.2	2.3	1460	-1.3%
C/C(=N\O)C1CC(CC(=O)O)C1(C)C (stereo unspecified)	/	/	-3	818	-0.31	-0.27	-0.069	0.65	-0.02	947	-3%	i	20	/	/	/	-0.1	1327	/
Cc1ccc(Nc2ccccc2)cc1	i	-3	33	760	0.35	-0.24	0.44	-0.9	/	/	3%	i	41	3.0	1.3	4.7	2.1	1049	-3.5%
CCCCCN(C(=O)CN1CCC(Cc2ccccc2)CC1)c1c(N)n(CCCC)c(=O)[nH]c1=O	i	-4	12	684	1.2	-0.18	0.73	-1.2	0.15	1311	-6%	i	7	4.1	3.8	5.6	-0.9	1150	-8.9%
CCOC(=O)CSc1nnc(Cc2ccccc2)n1-c1ccc(C)cc1	i	-7	6	771	1.2	-0.12	0.89	-0.78	/	/	6%	i	42	2.9	1.6	5.5	-1.1	558	-2.2%
CC(=O)c1ccc(-n2c(CCC(=O)O)ccc2-c2cccs2)cc1	i	0	/	/	0.039	-0.27	-0.86	0.14	-0.25	1642	28%	i	35	3.5	2.1	3.0	-0.8	1391	4.6%
COc1cc2c3nnc(-c4ccc(F)cc4)c-3cn(Cc3ccccc3)c2cc1OC	+	19*	-75	583	-0.76	1.2	-0.15	0.79	/	/	-93%	i	49	1.8	4.4	7.5	9.2	1060	-1.6%
O=S(=O)(c1ccc(Cl)c(C(F)(F)F)c1)N1CCN(c2ccccn2)CC1	i	3	5	713	-0.089	-0.24	-0.11	0.43	0.07	1283	6%	i	50	5.0	2.6	10	-1.4	1066	-2.5%
O=C(NNc1nc2cc3c(cc2s1)OCCO3)c1ccccc1	i	-25	1	685	0.089	-0.3	0.48	-0.12	0.08	1610	-1%	i	26	1.0	1.7	4.3	-0.9	970	-1.4%
CC1CCC(NC(=O)C2CC(=O)N(c3ccc4c(c3)OCCO4)C2)CC1 (stereo unspecified)	i	-7	3	695	-1	-0.026	-0.16	0.28	-0.6	1262	2%	i	55	1.7	1.8	2.7	-1.1	1142	-1.0%
c1ccc2c(c1)CCCN2c1nc2ccccc2n2cnnc12	i	5	/	/	-0.061	-0.14	0.016	0.027	-0.9	975	-1%	i	40	1.9	2.6	3.8	-1.2	1146	0.3%
COCC(=O)Nc1cc([N+](=O)[O-])ccc1C	i	-1	/	/	0.17	-0.13	-0.17	-0.2	-0.06	1635	28%	i	57	2.0	1.3	9.4	1.0	1274	4.2%
CC(OC(=O)c1ccccc1N1C(=O)C2C3CCC(C3)C2C1=O)C(=O)c1ccccc1 (stereo unspecified)	i	1	18	710	0.064	-0.23	-0.12	-1.1	/	/	7%	i	50	1.8	0.8	7.0	-0.1	920	-0.4%
O=c1cc(COn2nnc3ccc(C(F)(F)F)cc32)nc2sccn12	i	0	14	800	-0.62	-0.24	-0.14	0.23	/	/	8%	i	33	1.4	1.2	4.5	3.1	473	-1.8%
O=c1oc2c(CN3CCOCC3)c(O)c(Cl)cc2c2c1CCCC2	i	-6	/	/	1.9	-0.17	1.9	-0.8	0.85	1205	-11%	i	22	4.6	2.6	8.2	-2.9	772	0.1%
CCn1c(SCC(=O)NCc2ccc3c(c2)OCO3)nnc1-c1cccs1	i	-8	11	745	0.95	-0.25	0.39	-0.5	-0.19	1226	9%	i	26	2.2	1.2	7.2	/	/	-2.3%
CCC1(C)Cc2c(C#N)c(N)n(-c3ccccc3)c(=S)c2CO1 (stereo unspecified)	i	9	-1	712	-0.38	0.43	0.017	0.44	-0.14	1601	-6%	i	30	3.4	1.7	8.1	0.0	1598	1.2%
C/C(=N\NC(=O)Nc1ccccc1)c1ccc2ccccc2c1	i	-16	-4	537	0.23	-0.27	0.13	-0.53	-0.17	1297	-12%	i	16	2.0	3.4	7.9	0.7	1101	0.1%
CC(=O)c1c(C)nc2nonc2c1N	i	10	/	/	-0.92	-0.31	-0.56	0.35	-0.42	1602	25%	i	19	3.6	2.7	11	-0.8	999	0.3%
O=C(CN1C2=NCCN2c2ccccc21)c1ccco1	i	-13	/	/	0.16	-0.18	0.44	-0.33	-0.16	927	2%	i	20	1.9	1.9	12	0.5	1070	2.9%
C=CCN(Cc1cn(C)nc1-c1cccc(Cl)c1)C1CCS(=O)(=O)C1 (stereo unspecified)	i	16	21	717	-0.8	-0.29	-0.56	0.57	0.66	1578	-1%	i	21	3.8	2.5	0.6	-1.0	1077	0.6%
COc1ccc(NC(=O)CS(=O)CC(=O)Nc2ccc(OC)c(OC)c2)cc1 (stereo unspecified)	i	-6	/	/	0.45	-0.28	0.65	-0.84	0.25	862	4%	i	37	3.5	2.1	5.7	-1.7	1027	1.3%
S=C(Nc1ccccc1)Nc1ccc(Cl)cn1	i	6	-4	724	-0.82	-0.46	-0.36	2.8	0.25	1648	17%	i	35	3.7	1.6	1.1	-3.4	1096	-1.7%
O=C(c1ccoc1)N1CCC2(CC1)Oc1ccc(Cl)cc1C(=O)C21CC(c2ccc(Cl)cc2)=NO1 (stereo unspecified)	/	/	/	/	-0.42	-0.79	-0.044	-0.12	-1.7	949	3%	i	40	/	/	/	-0.3	1190	/
COC(=O)COc1ccc(Oc2nc(SC)nc(N(C)C)n2)nn1	i	-12	/	/	-2.2	-0.32	-0.89	1.3	0.38	1212	-1%	i	52	5.2	4.4	3.2	0.7	1143	0.9%
COC(=O)Cc1cc(=O)n2[nH]c(C(F)(F)F)nc2n1	i	6	/	/	-0.44	-0.25	-0.38	0.71	-0.08	1480	0%	i	26	3.0	1.1	8.3	-0.9	1308	-1.7%

Laid out differently: entries from further up
Compound | Autophagy mod | Autophagy mod cell loss 18 h | Hep lipid drop | Hep lipid drop cells 6.5 µM | Dynein transport | Dynein transport cytoplasmic EGFP | Dynein transport nuclear GR-EGFP | Dynein transport cell count | Insulin prom up | Insulin prom up cell count | Salmonella PhoP GFP | T cell HTS | T cell HTS vesicle-bound % | MT stabilizer | MT stabilizer Hoechst-high % | MT stabilizer cytotoxicity % | bCat nuc transl | bCat nuc transl cell count 5 µM | CSM14.1 death rescue
CC1CCC(NC(=O)C2CC(=O)N(c3ccc4c(c3)OCCO4)C2)CC1 (stereo unspecified) | i | -7 | 3 | 695 | -1 | -0.026 | -0.16 | 0.28 | -0.6 | 1262 | 2% | i | 55 | 1.7 | 1.8 | 2.7 | -1.1 | 1142 | -1.0%
COC(=O)Cc1cc(=O)n2[nH]c(C(F)(F)F)nc2n1 | i | 6 | / | / | -0.44 | -0.25 | -0.38 | 0.71 | -0.08 | 1480 | 0% | i | 26 | 3.0 | 1.1 | 8.3 | -0.9 | 1308 | -1.7%
